Bioassay records as filed in PubChem.
HIF-2a inh: blocks HIF-2a reporter activity | hit rate 0.72% among 360,000 | inhibition, % at 18.8 µM | 786-0 RCC cells HIF-2a reporter, luciferase luminescence, overnight;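 active = inhibition of the luminescence signal of 40% or more relative to plate controls, in a single-dose primary screen at 18.75 µM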
hiPSC survival: increases survival of single human iPS cells; hit rate 0.044% among 360,000; survival enhancement, % at 20 µM; hiPSC single-cell survival, ATPlite luminescence; 100% = ROCK inhibitor wells, 0% = DMSO; in the data active = survival enhancement above about 18%;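 also: cells exposed to compounds for 16 hours before the ATP read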
NR2E3 ag-1: activates human NR2E3 receptor; hit rate 0.35% among 360,000; Q9Y5X4; CHO-S Gal4-NCOR/VP16-NR2E3 two-hybrid, luciferase; AID 602229; inhibition of corepressor binding, % at 3.98 µM;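 active = inhibition above the mean of all tested compounds plus 3 SD, cut at about 70% in these data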;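 also: 0% = DMSO with NR2E3 transfected cells and 100% = cells lacking NR2E3 construct; higher means lower luciferase signal from less NR2E3 corepressor binding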
Target sequence (Q9Y5X4 whole entry, looked up, the tested form may be a part): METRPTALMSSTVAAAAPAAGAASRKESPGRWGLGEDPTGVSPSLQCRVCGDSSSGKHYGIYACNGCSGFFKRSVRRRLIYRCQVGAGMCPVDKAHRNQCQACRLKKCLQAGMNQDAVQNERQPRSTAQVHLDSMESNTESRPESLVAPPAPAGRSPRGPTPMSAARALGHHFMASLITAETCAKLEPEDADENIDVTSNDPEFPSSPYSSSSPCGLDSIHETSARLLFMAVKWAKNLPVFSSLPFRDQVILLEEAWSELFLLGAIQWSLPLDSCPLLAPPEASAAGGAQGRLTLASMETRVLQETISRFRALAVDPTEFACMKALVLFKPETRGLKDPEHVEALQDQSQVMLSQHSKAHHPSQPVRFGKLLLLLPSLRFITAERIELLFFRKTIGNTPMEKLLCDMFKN
MITF TRPM1 inh: inhibitors of MITF-driven TRPM1 promoter in melanoma cells | SK-MEL-5 TRPM1 promoter luciferase, 24 h | inhibition, % at 12.5 µM | hit rate 0.83% among 330,000 | AID 488899;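 active = mean inhibition across replicates of 60% or more, whatever share of single replicates reaches that level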; also: values of inactives mirror those of a sister screen read the other way
NR2E3 ag-2: agonists of human nuclear receptor NR2E3; Q9Y5X4; hit rate 0.12% among 320,000; GST-NR2E3/biotin-RetCOR TR-FRET, 1536-well; AID 2300; inhibition of corepressor binding, % at 4.78 µM;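 active = percent inhibition above the cutoff of mean plus 3 SD of all tested compounds, set per screening campaign, cut at about 20% in these data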;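 also: 0% = DMSO wells and 100% = biotin wells as full block of FRET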
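System: GST-NR2E3 and biotin-RetCOR proteins; probe or stimulus: 7 nM biotin-RetCOR; doses: compound at 4.8 µM, single dose; schedule: Compound–protein incubation for 5 h at 4 °C; detection: time-resolved FRET; read-out: percent inhibition; controls: biotin wells as high control, 0.6% DMSO wells as low control; format: 1536-well plates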
Shn3 3UTR inh: reduces Shn3 3'UTR luciferase signal in osteoblasts | Clone20 osteoblast Shn3 3'UTR firefly luciferase, 24 h | inhibition, % at 12.5 µM | hit rate 0.52% among 360,000;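 active = mean inhibition of at least 75% with every replicate also reaching 75%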;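 also: 0% = median of neutral control wells and 100% = pilot-screen positive control compound; some compounds past the cut are filed as inactive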
Peg3 prom inh: reduces Peg3 promoter-driven luciferase expression in HeLa | HeLa PEG-Prom luciferase reporter, luminescence, overnight | inhibition, % at 20 µM | hit rate 1.7% among 360,000 | AID 588405;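 active = inhibition of at least 50% at 20 µM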
CF NFkB block: inhibitors of cystic fibrosis induced NF-kB. KKLEB NF-kB-GFP reporter, PAF-induced, GFP fluorescence overnight. inhibition, % at 5 µM. hit rate 0.86% among 360,000. AID 588850;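 active = at least 50% inhibition at 5 µM, scaled per plate between neutral and stimulator controls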;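 also: PAF is a Pseudomonas aeruginosa culture filtrate used as stimulus; plate controls were PAF-stimulated DMSO wells for no effect and unstimulated DMSO wells for full effect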
EBV LMP1 NFkB: Epstein-Barr LMP1 NF-kappaB reporter inhibition | inhibition, % at 12.5 µM | LMP1-induced NF-kappaB luciferase reporter cells, luminescence | hit rate 0.69% among 350,000 | AID 504558; in the data active = inhibition above about 41%;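 also: 0% = neutral control wells and 100% = reference inhibitor control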
C8 TRAIL sens: sensitizes caspase-8 expressing cells to TRAIL | NB7+C8 cells + TRAIL, ATPlite viability luminescence | inhibition (viability loss, TRAIL sensitization), % at 10 µM | hit rate 1% among 360,000 | AID 624354;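 active = compounds causing at least 50% loss of cell viability in the single-dose screen, relative to plate controls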
KKLEB cytotox: CF airway cell cytotoxicity counter-screen | activity change (cytotoxicity), % at 5 µM | KKLEB CF airway cells viability, ATPlite luminescence, overnight; hits give low values; cells stimulated with P. aeruginosa culture filtrate | hit rate 0.36% among 360,000;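 active = corrected activity change at or below -50% at 5 µM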
* hit, by the source's call; x = not tested or not shown.

SMILES	HIF-2a inh	hiPSC survival	NR2E3 ag-1	MITF TRPM1 inh	NR2E3 ag-2	Shn3 3UTR inh	Peg3 prom inh	CF NFkB block	EBV LMP1 NFkB	C8 TRAIL sens	KKLEB cytotox
CCN(CC)CCN1C(=O)C(=O)/C(=C(/O)c2c(C)[nH]c(C(=O)OC)c2C)C1c1ccccc1OC (configuration not stated)	13	2.5	-25	2	1	-3	6	7	-1	-3	-8
Cc1ccccc1C(=O)NCCSc1ccccc1	-167	2.2	-128	-92	-4	-42	-343	12	-32	-7	-3
O=S(=O)(c1ccccc1)N1CCN(Cc2cc3c(cc2Br)OCCO3)CC1	-5	1.4	11	-5	7	1	19	29	9	-1	12
CSc1nnc2c3c4c(sc3c(=O)n(-c3ccccc3)n12)CC(C)(C)OC4	21	0.9	5	14	4	7	11	17	-4	-1	9
O=C(CN1CCN(Cc2ccccc2Cl)CC1)N/N=C/c1ccco1	24	-0.5	-10	2	-6	-8	17	-4	2	-4	1
COc1ccc(OC)c(CNc2ccc(F)c(Cl)c2)c1	-20	1.3	-20	-22	-2	-17	1	-5	-2	-24	14
CN(C)c1cccc(/C=C(\C#N)c2ccccc2)c1	-394	-0.6	-165	-34	-2	-39	-283	5	-36	50*	-14
Cc1cccc(N2C(=O)c3cccc4c(N)ccc(c34)C2=O)c1	-3	-0.6	-39	-4	-7	5	7	-35	-5	6	-1
CCCn1nnnc1SCC(=O)Nc1cccc(NC(=O)c2ccco2)c1	0	-0.2	8	4	0	4	9	15	-7	2	-2
O=C(N/N=C\c1ccc(Cl)cc1Cl)c1sccc1-n1cccc1	-179	-1.1	-59	-20	1	-2	-67	-5	0	-5	5
O=c1ccn([C@@H]2O[C@H](CO)[C@@H](O)[C@H]2O)c(=O)[nH]1	0	-1.4	-3	-4	2	14	6	17	-2	8	18
Nc1ncnc2c1ncn2[C@H]1C[C@H](O)[C@@H](CO)O1	-4	-3.4	-20	-12	2	8	-13	-13	-2	-2	2
Cc1nc(-n2ncc(C#N)c2N)c2c3c(sc2n1)CCC3	13	1.5	16	-8	-2	17	10	-26	-3	-6	-5
O=C(Nc1ccc(Cl)c(S(=O)(=O)N2CCOCC2)c1)c1ccccc1-c1ccc(C(F)(F)F)cc1	13	-0.5	-9	-11	-3	1	29	20	-1	-4	-8
CC(=O)Nc1cc(C)c(S(C)(=O)=O)c(C)c1	15	-0.6	-22	-10	2	5	6	12	3	-8	-5
NS(=O)(=O)c1ccc(N/C=C\C(=O)c2ccc3ccccc3c2)cc1	-22	-0.8	-94	-4	-7	-2	-8	-30	6	10	10
C(#CC1CCCCC1)c1ccc2c(c1)COc1c3ccccc3nn1-2	-264	9.1	-20	x	4	-47	-311	8	-30	0	-20
CCOC(=O)c1c(C)[nH]c(C(=O)O)c1C	7	1.2	-15	-9	2	9	4	-8	5	5	7
O=C(CC1CC2CCC1C2)NCc1cccs1 (configuration not stated)	-57	5.2	-45	-11	0	-8	-34	3	-4	-3	3
Cc1cc(C(=O)CCC(=O)N(C)CC(=O)Nc2c(Cl)cccc2Cl)c(C)s1	1	-0.5	-20	9	0	11	4	1	1	-10	-5
O=C(CSc1nnc(-c2ccco2)c(-c2ccco2)n1)Nc1ccccc1	10	2.2	-61	-1	7	-17	-4	-5	-1	3	1
CCOn1c(=O)c(-c2ccc(Br)cc2)[n+]([O-])c2ccccc21	-8	1.6	-19	5	2	-13	7	2	3	0	-7
COc1cccc(-c2ccc(NC(=O)C3CCCN(Cc4ccc(CO)o4)C3)cc2)c1 (configuration not stated)	-55	0.6	-2	3	0	-9	-18	12	-6	12	-2
Cc1cc(C)c(NC(=O)CSc2nnc(CNC(=O)c3ccco3)o2)c(C)c1	13	-0.4	-4	-4	-3	-6	2	2	1	4	2
COc1ccccc1Oc1coc2c(CN3CCOCC3)c(O)ccc2c1=O	-3	-0.6	16	1	-1	16	10	3	4	-2	0
Cc1nnc(NC(=O)CSc2n[nH]c(-c3ccccc3C)n2)s1	4	1.8	-16	-15	1	-20	11	-17	4	15	14
CCn1ccnc1CN(C)Cc1c(C(=O)N2CCCCCCC2)nc2ccc(Cl)cn12	13	-0.2	24	-3	0	-2	11	2	1	-8	-2
Cc1ccc(NC(=O)/C(=C\c2ccc([N+](=O)[O-])cc2)NC(=O)c2ccccc2)cc1	8	58*	-10	4	0	13	27	6	3	6	-6
CCCCCC1CC(CC(C)C(=O)Nc2nncs2)C(=O)O1 (configuration not stated)	12	-1.9	-6	-7	0	11	13	2	0	-8	3
CCCCN(CCCC)c1cn[nH]c(=O)c1Cl	26	-1.9	-19	7	-3	20	12	8	-40	-6	-9
COc1ccccc1CNC(=O)c1cc(S(=O)(=O)N2CCN(c3ccccc3)CC2)ccc1Cl	10	-0.5	15	15	x	10	6	8	5	3	-3
CN(CC(=O)Nc1ccccc1Br)C(=O)C(Cc1ccccc1)NC(=O)c1ccccc1 (configuration not stated)	11	0.1	-23	10	-2	19	15	-6	9	9	-6
O=C(Nc1ccc(Cl)cn1)C1CCCN(c2ncnc3c2nc2n3CCCCC2)C1 (configuration not stated)	12	1.3	6	2	-3	39	56*	-8	-4	12	9
CCOC(=O)[C@H]1[C@H]2COc3cc(OC)ccc3[C@@H]2N2C(=O)CN(Cc3ccc(Cl)cc3)C(=O)[C@@]12C	4	-2.5	-63	2	x	-6	8	-7	0	-8	-4
CCOc1ccccc1C(=O)NN1C(=O)CCC1=O	16	-1.2	43	13	0	-23	8	-6	-4	-9	-1
COc1ccc(CCN(C)C2CCCN(C(=O)CCC(F)(F)F)C2)cc1OC (configuration not stated)	23	-0.5	-5	1	1	-1	9	4	1	-2	-4
O=S(=O)(N1CCCCC1)N1CCN(c2cc(Cl)ccc2Cl)CC1	13	-1.5	-5	-16	-1	6	11	-3	3	8	0
Cc1ccccc1-n1c(N)c(C(=O)Nc2ccc(F)cc2)sc1=S	-47	0.8	-5	-18	1	-12	4	9	-4	-5	-25
COC(=O)c1[nH]c2ccc(Cl)cc2c1NC(=O)CN1CCc2cc(OC)c(OC)cc2C1	20	7.4	19	17	-3	70	36	2	7	1	-28
CC(=O)c1cccc(NC(=O)Cn2nc(-c3ccc(Cl)cc3)ccc2=O)c1	12	0.4	-16	8	2	0	14	-2	1	-1	1
CCCNC(=O)c1n[nH]c(=O)c2ccccc12	18	5.7	-18	-3	1	13	0	0	3	0	-5
Cc1cccc(NC(=O)CSc2nnc(NC(=O)CN3CCOCC3)s2)c1	9	-2.4	-45	7	-2	3	4	9	-12	-3	-10
COC(=O)Nc1nnc(-c2ccncc2)s1	1	1.2	34	5	0	10	2	9	-4	-8	-16
Cc1cc(NCCCn2ccnc2)n2ncc(-c3ccc(Cl)cc3)c2n1	-162	-5.6	-49	-5	3	4	-55	55*	-33	54*	-55*
CC(C)NCc1c(O)c(Br)cc2oc3c(c12)CCCC3	7	-0.8	-25	2	x	1	8	0	0	-2	5
COc1cccc(NC(=O)CSc2nnc3c(n2)[nH]c2ccc(C)cc23)c1	3	0.0	9	x	3	10	17	-13	-5	-2	-1
O=c1cc(-c2ccccc2)nc(Cc2c(Cl)cccc2Cl)[nH]1	14	-0.4	-6	0	0	-16	12	-8	3	-2	4
CCOC(=O)CN1C(=O)N[C@@H](CCc2ccccc2)[C@H](C(=O)OC)[C@H]1C	13	-0.8	-18	-6	-2	-2	-4	1	-3	1	-6
CCOc1ccc(NC(=O)COc2ccc(-n3cnnn3)cc2)cc1	5	-0.6	-1	0	1	-19	3	20	5	13	0
CCC(C)NC(=O)Cn1nc([N+](=O)[O-])c(Cl)c1C (configuration not stated)	15	-1.1	-13	-4	0	-11	17	4	-3	10	2
CCOC(=O)[C@@H]1[C@H]2COc3cc(OC)ccc3[C@H]2N2C(=O)N(c3cccc(F)c3)C(=O)[C@@]12C	-7	0.1	-18	-9	x	-26	8	-20	-2	11	25
CSc1nc(C)cc(C)c1C#N	11	8.4	-8	-20	0	1	-14	16	94*	21	-5
CC(=O)Nc1ccc2c(c1)nc1n2CCN(C(C)c2ccccc2)C1 (configuration not stated)	-15	0.3	-16	-12	-2	-2	-19	-6	0	0	13
CCOC(=O)Cc1csc(NC(=O)CC(C)(C)CC(=O)O)n1	19	-0.5	1	3	3	-6	-2	-13	-1	-28	12
Cc1ccc(/C=C/C(=O)Nc2cccc(S(=O)(=O)N3CCOCC3)c2)o1	-17	0.6	-29	-12	-1	-1	-9	6	-3	21	9
C=CCOc1nc2c(c(=O)n(Cc3ccc(Cl)c(Cl)c3)c(=O)n2C)n1C	36	-1.3	-12	-5	2	-2	19	10	2	-4	-12
O=C(Nc1cccc(-c2nc3cccnc3s2)c1)c1ccco1	-180	-1.6	-116	-40	0	-29	-56	-21	-4	-1	8
Cc1ccc(NC(=O)COC(=O)CCc2c[nH]c3ccccc23)cc1	8	-0.8	-23	x	x	-8	-3	6	-8	3	1
Cc1ccc(C)c(NC(=S)N2CCN(S(C)(=O)=O)CC2)c1	7	-0.1	-17	1	x	10	12	-4	1	14	0
CCOc1ccc(CNC(=O)CCCn2ccc3cc(S(=O)(=O)N4CCCC4)ccc32)cc1	0	0.6	-3	-1	-1	22	6	-16	2	17	1
Next results.
SMILES	HIF-2a inh	hiPSC survival	NR2E3 ag-1	MITF TRPM1 inh	NR2E3 ag-2	Shn3 3UTR inh	Peg3 prom inh	CF NFkB block	EBV LMP1 NFkB	C8 TRAIL sens	KKLEB cytotox
CC(SCC(=O)Nc1ccccc1Br)c1nc2ccccc2c(=O)[nH]1 (configuration not stated)	5	-1.3	2	-3	x	22	8	-10	-8	3	1
c1ccc(C2CCCN(Cc3nc(CC4CC4)no3)CC2)cc1 (configuration not stated)	-136	-2.0	-30	-5	3	-2	-72	2	-12	2	-11
COCCNC(=O)C1(C)CCN(C(=O)c2cc(C)nn2C(C)(C)C)C1 (configuration not stated)	10	-1.1	-3	x	x	-3	-3	1	x	-4	6
CCN(CC)S(=O)(=O)c1ccc(N2CCOCC2)c(NC(=O)C(C)(C)C)c1	19	-0.5	-26	14	1	13	20	5	0	2	-6
Cc1nn(Cc2ccccc2)c2c1C(c1cccnc1)C(C#N)=C(N)O2 (configuration not stated)	11	0.4	-12	5	-3	4	22	4	3	5	4
CC(c1nc2ccccc2c(=O)[nH]1)N1CCN(S(=O)(=O)c2ccc(F)c(Cl)c2)CC1 (configuration not stated)	13	1.4	-11	x	x	-4	12	-17	-6	4	10

An excerpt (hit frequency here may not be typical).
